K1F lysis inhibition – protection from phage-mediated lysis, alamar blue read-out – E. coli UTI89, K1F phage, bacterial capsule biogenesis inhibitors (AID 488966); E. coli UTI89 K1F phage lysis, alamar blue, 2 h; higher % means a stronger effect; inhibition, % at 100 µM; hits with a dose series show IC50 in µM; 0.02% of 340,000 active;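 active means phage lysis inhibition, versus mean bacterial control, above a set limit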;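 further: capsule biogenesis inhibitors block K1F phage lysis so surviving cells raise fluorescence; higher fluorescence means more inhibition of phage lysis; actives were called in the ten point dose series up to 300 µM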
human PMI inhibitors – MPI inhibition at elevated mannose 6-phosphate – biochemical, fluorescence intensity, high mannose 6-phosphate, primary screen (AID 1220). recombinant PMI enzyme, coupled fluorescence intensity; higher % means a stronger effect. one-dose inhibition, % at 20 µM; IC50 in µM for titrated hits. 0.66% of 190,000 active
human PMI inhibition – MPI enzyme activity inhibition – biochemical, fluorescence intensity, coupled assay, primary screen (AID 1209); purified PMI enzyme, coupled fluorescence intensity; higher % means a stronger effect; 0.42% of 190,000 active; one-dose inhibition, % at 20 µM; IC50 in µM for titrated hits;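 further: plate controls were DMSO vehicle for no effect and wells lacking substrate for full effect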
P. falciparum M1AAP – malaria alanyl aminopeptidase activity blockers – biochemical, fluorogenic H-Leu-NHMec substrate, 1536-well (AID 1445). recombinant M1AAP, H-Leu-NHMec fluorogenic kinetic assay; higher % means a stronger effect. 0.42% of 220,000 active. one-dose inhibition, % at 30 µM; IC50 in µM for titrated hits;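 active means primary inhibition above the hit cutoff, then over 50% inhibition at one or more dose response concentrations, cut at about 23% in these data, passing the limit was not always enough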;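 further: plate controls were DMSO full reaction for no effect and no enzyme background for full effect; strong numbers were not always called active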
T cell HTS – modulates CD8 T cell binding to vesicles; 2C CD8+ T cell-vesicle binding, flow cytometry; stronger effect = lower value; calls only at 7 µM; 0.068% of 330,000 active; AID 2052;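 active means response, share of CD8 T cells binding vesicles, and their 90th percentile fluorescence all below set limits, cut at about 80% in these data, passing the limit was not always enough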
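Test system: purified 2C TCR transgenic mouse naive CD8+ T cells. Probe or stimulus: QL9-peptide-loaded Drosophila micro-vesicles bearing Ld, ICAM-1 and B7-1. Incubation: binding step 1.5 h, 37 °C, antibody labelling 20 min, ice. Measured by: flow cytometry of vesicle-bound cells.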
RSV CPE inhibition – inhibition of RSV-induced cytopathic effect – HEp-2 cells, primary 10 µM value included (AID 2391); HEp-2 cells, RSV-induced CPE inhibition; higher % means a stronger effect; CPE inhibition, % at 10 µM; hits with a dose series show IC50 in µM; 0.13% of 310,000 active; in the data active means a potency from the dose series; further: strong numbers were not always called active
TNAP activators – human TNAP enzyme activators, primary screen, biochemical, luminescent, no phosphate acceptor, uHTS (AID 1001); purified TNAP, luminescent activation assay, no phosphate acceptor; higher activation fold means a stronger effect; activation fold at 20 µM, or EC50 in µM where a hit was titrated; 0.03% of 200,000 active; in the data active means activation fold from about 3, or a potency from the dose series; inactive means the rest, 99 in 100 with activation fold below about 1.6; further: many of its hits are not listed in these tables
West Nile virus CPE – inhibition of WNV-induced cytopathic effect – cell-based, CPE readout (AID 1621); one-dose CPE inhibition, % at 10 µM; IC50 in µM for titrated hits; West Nile virus-infected cells, CPE inhibition; higher % means a stronger effect; 0.02% of 290,000 active; in the data active means a potency from the dose series; further: strong numbers were not always called active
M17LAP inhibition – P. falciparum M17LAP inhibitors, primary screen, biochemical, fluorogenic H-Leu-NHMec substrate, 1536-well (AID 1619); recombinant M17LAP, H-Leu-NHMec fluorogenic kinetic assay; higher % means a stronger effect; inhibition, % at 30 µM, or IC50 in µM where a hit was titrated; 0.38% of 220,000 active;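 active means compound inhibiting the enzyme by more than half at any dose during confirmatory dose-response retesting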;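 further: plate controls were full reaction with DMSO carrier for no effect and no enzyme background for full effect; strong numbers were not always called active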
T cell HTS vesicle-bound % – further read-out of T cell HTS, marked with its call; double positive events, %; measured here: CD8+ vesicle-bound cell fraction;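 binding gate set so that unloaded-vesicle control wells show 10% double positive cells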
An asterisk follows results filed as active; i = inactive; . = no result given; & = joins results of further samples; [ ] = remark or other dose. Unless noted, no stated cut-off is given here; in the data, active means inhibition above about 50%; inactive means the rest. Outcome played no part in choosing rows; any-hit rate near 1.5%.

Each structure is followed by: K1F lysis inhibition	human PMI inhibitors	human PMI inhibition	P. falciparum M1AAP	T cell HTS	T cell HTS vesicle-bound %	RSV CPE inhibition	TNAP activators	West Nile virus CPE	M17LAP inhibition
CCOC(=O)c1ccc(NC(=O)Cn2cccc2)cc1
    1.1%	-5%	-2%	-4%	i	45	0.4%	1.2	0.1%	13%
CSc1ccc(/C=C2\C(=N)N3N=C(CC(=O)N4CCOCC4)SC3=NC2=O)cc1
    -0.2%	.	.	.	i	62	1.4%	.	-0.1%	.
Cn1nnnc1SCCNC(=O)C1CCC(=O)N(Cc2ccccc2F)C1 (stereo not drawn)
    2.0%	.	.	.	i	2	3.0%	.	0.3%	.
Cc1c(C(=O)O)c(=S)sn1CCOc1ccccc1
    0.5%	-1%	14%	-1%	.	.	.	1.1	0.1%	1%
Cc1cccc(NC(=O)C2C3CCC4C(CCC32)C4(Cl)Cl)c1 (stereo not drawn)
    1.7%[50 µM]	-12%	-10%	2%	i	46	4.2%	1.1	1.1%	-4%
CCn1cc(C(=O)N[C@H](C(=O)O)C(C)C)c(=O)c2cc3c(cc21)OCO3
    7.7%[50 µM]	.	.	.	i	41	0.5%	.	0.0%	.
COc1ccc2nc3oc(C(=O)N4CCN(c5ccccc5F)CC4)cc3cc2c1
    0.9%	8%	12%	2%	i	34	1.0%	1	-0.2%	2%
CCCCOc1ncnc2c1[nH]c1ccc(F)cc12
    0.3%	-1%	-3%	0%	i	19	1.8%	1.1	0.2%	2%
COc1ccc(CC(NC(C)=O)C(=O)NC2CCN(C(=O)C3CCCCC3)CC2)cc1OC (stereo not drawn)
    1.5%	.	.	.	i	22	2.0%	.	0.4%	.
Cc1nnc(NC(=O)c2ccc3c(c2)C(=O)N(CCC(C)C)C3=O)s1
    4.5%	-6%	-2%	2%	i	64	4.3%	1.2	0.0%	-5%
CCOC(=O)C1=C(C)N=c2s/c(=C\c3ccc(OCC(=O)O)cc3)c(=O)n2C1c1ccccc1 (stereo not drawn)
    0.1%	.	.	.	i	45	4.2%	.	0.0%	.
Cc1ccccc1-n1c2nc(=O)n(C)c(=O)c-2cc2ccccc21
    0.5%	.	.	12%	i	19	1.9%	.	0.4%	-23%
O=C(SCC(O)C(O)CS)c1cccs1 (stereo not drawn)
    -1.6%	.	.	3%	i	36	3.2%	.	-0.5%	-4%
Cc1sc2ncn(CC(=O)N3CCCCC3)c(=O)c2c1C
    -0.1%	2%	4%	-5%	i	56	0.8%	1.1	0.4%	38%
O=C(NCc1cccnc1)/C(=C/c1ccccc1)NC(=O)c1ccccc1
    0.3%	4%	6%	2%	i	51	-0.2%	1.1	0.3%	12%
c1cncc(-c2nc(N3CCCCCC3)c3ccccc3n2)c1
    -0.5%	-3%	2%	14%	i	61	0.1%	1.1	.	8%
CNC(=O)c1cnc(-c2ccccc2)nc1-c1ccccc1
    0.3%	.	.	.	i	45	1.9%	.	-0.1%	.
O=C1c2ccccc2C(=O)N1OCc1ccccc1
    0.2%	-5%	-2%	3%	i	54	1.2%	1	0.3%	5%
COc1ccccc1NC(=O)C1CCN(C(=O)c2ccco2)CC1
    0.0%	.	.	.	i	42	0.5%	.	-0.6%	.
CC1CCC(NC(=O)c2ccc3c(c2)OCO3)CC1 (stereo not drawn)
    0.1%	.	.	.	i	59	1.4%	.	-0.1%	.
CCc1ccc2nc(NC(=O)c3ccc(N4C(=O)CCC4=O)cc3)sc2c1
    -0.1%	.	.	4%	i	29	-1.5%	.	0.6%	-1%
Cc1cc(SCC(=O)c2ccccc2)nc(SCC(=O)c2ccccc2)n1
    0.1%	11%	14%	1%	i	60	11%	1	-0.7%	1%
COC(=O)[C@H](C)NC(=O)NC1CCCc2ccccc21 (stereo partly drawn)
    5.9%	11%	12%	-2%	i	46	-0.1%	1	1.4%	0%
CC1CN(C(=O)c2ccccc2C(=O)c2ncc[nH]2)CC(C)O1 (stereo not drawn)
    3.2%	-11%	-1%	-6%	i	16	-1.2%	1	0.3%	-17%
Nc1nc2n(n1)C(c1ccco1)CC(c1ccc(Cl)cc1)N2 (stereo not drawn)
    2.2%	12%	4%	16%	i	16	2.1%	1.1	0.2%	-19%
O=C(NC1CCCCC1)N1CCN(C2CCCCC2)CC1
    3.1%	7%	14%	-4%	i	8	0.0%	1.1	0.1%	-5%
COc1cccc(NC(=O)CCSc2ccc(C)cc2)c1
    0.9%	-2%	3%	-1%	i	49	3.6%	1.1	0.0%	-5%
Cc1n[nH]c(=S)n1-c1ccccc1
    -1.6%	.	.	3%	i	15	-0.2%	.	0.4%	4%
O=C(Nc1cccc(F)c1)c1ccccc1
    3.7%	-3%	8%	5%	i	12	1.4%	1.1	-0.1%	1%
Cc1ccc(-c2nnc(SCC(=O)N/N=C/c3ccccc3C(=O)O)n2-c2ccc(Cl)cc2)cc1
    0.1%	.	.	6%	i	61	0.7%	.	-0.2%	6%

Of the compounds above, these have a thiophene ring, fused or not:
Each structure is followed by: K1F lysis inhibition	human PMI inhibitors	human PMI inhibition	P. falciparum M1AAP	T cell HTS	T cell HTS vesicle-bound %	RSV CPE inhibition	TNAP activators	West Nile virus CPE	M17LAP inhibition
O=C(SCC(O)C(O)CS)c1cccs1 (stereo not drawn)
    -1.6%	.	.	3%	i	36	3.2%	.	-0.5%	-4%
Cc1sc2ncn(CC(=O)N3CCCCC3)c(=O)c2c1C
    -0.1%	2%	4%	-5%	i	56	0.8%	1.1	0.4%	38%

Next part
Each structure is followed by: K1F lysis inhibition	human PMI inhibitors	human PMI inhibition	P. falciparum M1AAP	T cell HTS	T cell HTS vesicle-bound %	RSV CPE inhibition	TNAP activators	West Nile virus CPE	M17LAP inhibition
CCn1c(=O)c(C(=O)CN2c3ccccc3CC2C)c(N)n(Cc2ccccc2)c1=O (stereo not drawn)
    -2.0%	-75%	-35%	-1%	i	39	4.0%	1.1	-0.2%	0%
Cn1cnc2cc(NC(=O)c3cccs3)ccc21
    0.3%	-10%	-6%	-9%	i	16	3.0%	0.9	0.1%	2%
CCN1CCN(C(=O)C2CCCN(S(=O)(=O)c3cc(Cl)ccc3Cl)C2)CC1 (stereo not drawn)
    2.1%[50 µM]	.	.	.	i	18	8.4%	.	-0.7%	.
Clc1cccc(-c2cc3nc4c(c(N5CCNCC5)n3n2)CCCC4)c1
    .	2%	5%	2%	.	.	.	1	-1.0%	11%
COc1cc(C2c3sc(=O)[nH]c3SC3C4CCC(C4)C23)ccc1O (stereo not drawn)
    3.5%	36%	27%	1%	i	61	2.0%	1.4	0.9%	2%
Cc1ccc(S(=O)(=O)Nc2ccc(Cl)cc2)cc1NC(=O)Cn1cnc2c1c(=O)n(C)c(=O)n2C
    0.9%[50 µM]	-10%	3%	6%	i	58	17%	1.1	0.7%	-11%
C/C(=N/NC(=O)Cc1cccn1C)c1ccccc1
    0.5%[50 µM]	-5%	1%	8%	i	44	-1.2%	1.1	-0.1%	11%
CCCCN(CC)CCCNC(=O)c1cc2c(=O)n(C)c3ccccc3c2n1C
    2.4%	0%	-1%	6%	i	65	-2.5%	1.1	0.8%	-2%
CCc1ccc(NC(=O)Cn2c(=O)n(CCC(=O)NC3CCN(Cc4ccccc4)CC3)c(=O)c3ccccc32)cc1
    0.2%	.	.	9%	i	58	-0.5%	.	-0.6%	8%
CC1Cc2ccccc2N1C(=O)CN1CCc2ccccc2C1 (stereo not drawn)
    1.8%	6%	3%	9%	i	20	1.9%	1.1	-0.4%	2%
COc1ccccc1-n1c(-c2ccccc2)c[n+]2c1CCc1ccccc1-2
    0.2%&1.3%	-5%&-6%	1%&-7%	4%&-11%	i	27&22	-0.4%&-0.4%	1.1&1.2	0.0%&-0.8%	-1%&31%
Cc1ccc(S(=O)(=O)N2CCN(C(=O)CCC(=O)OCC(=O)Nc3cccc(C#N)c3)CC2)cc1
    3.2%	-4%	-5%	3%	i	50	2.1%	0.9	0.4%	-4%
CC1(c2ccccc2)CC(C)(C)N2C(=O)/C(=C3\SC(=S)NC3=O)c3cccc1c32 (stereo not drawn)
    -2.9%[50 µM]	7%	16%	-2%	i	24	9.0%	0.8	-0.1%	-2%
COCC(C)(C)COS(N)(=O)=O
    0.2%	.	.	.	i	14	2.9%	.	0.6%	.
COC(=O)c1sc(S(=O)(=O)Nc2ccc(Br)cc2)c(C(=O)OC)c1C
    -0.5%	-2%	5%	1%	i	35	2.8%	1.1	0.5%	0%
O=C(Nc1ccc(S(=O)(=O)Nc2ncccn2)cc1)C1COc2ccccc2O1 (stereo not drawn)
    0.3%	8%	4%	4%	i	48	-2.1%	1.1	1.8%	-2%
O=C1CCCC2=C1C1(CCCCC1)N=C(Nc1nc3ccccc3s1)N2
    0.6%	11%	11%	4%	i	30	1.7%	1.1	-0.7%	5%
COc1ccc(NS(=O)(=O)c2ccc(O)c(C(=O)OCC(=O)NC3CCCCC3)c2)cc1
    0.3%	-7%	-12%	7%	i	22	0.5%	1.1	-0.1%	2%
CSc1nnc(-c2sc3cc(C(F)(F)F)cnc3c2-c2ccccc2)n1C
    0.4%	15%	11%	11%	i	48	2.0%	1	-0.1%	-2%
Cc1cc(=O)oc2c1ccc1ccccc12
    0.1%	.	.	.	i	16	1.4%	.	-0.3%	.
O=c1c(C/C=C/c2ccccc2)c(O)nc2n1CCCS2
    0.7%	6%	-1%	4%	i	36	1.8%	1.1	1.5%	1%
Clc1ccc(-c2nnc(N3CCOCC3)o2)cc1
    0.3%	.	.	1%	i	6	1.5%	.	-0.7%	1%
CCOc1ccccc1C(=O)NC(C(=O)Nc1ccccc1N1CCOCC1)C(C)C (stereo not drawn)
    2.9%	10%	5%	3%	i	51	-0.3%	1.1	-0.7%	11%
CC(=O)Nc1ccc(S(=O)(=O)NCCSCc2ccccc2Cl)cc1
    -0.8%[50 µM]	4%	17%	8%	i	10	0.1%	1.2	-0.6%	-6%
COc1ccc(NC(=S)N(CCCN2CCOCC2)Cc2cn(C)c3ccccc23)cc1
    4.7%	9%	18%	0%	i	31	-1.3%	1	-1.6%	14%
C/C(=N\NC(=O)C12CCC(C)(C(=O)O1)C2(C)C)c1ccccc1O (stereo not drawn)
    0.2%	.	.	5%	i	49	1.7%	.	-0.9%	-3%
CCOC(=O)C(C(=O)OCC)C1N=C(N)N=C2Oc3ccccc3N21 (stereo not drawn)
    0.8%	9%	12%	37%	i	31	0.9%	1.2	0.6%	-14%
COc1ccc(NCc2nnc(SCC(=O)Nc3ccc(OC)cc3)n2C)cc1
    -0.1%	-1%	-4%	10%	i	37	13%	1.1	-1.1%	-1%
